HUVEC tox IL1B: toxic to HUVEC cells under IL-1B stimulation; HUVEC cell count loss, Hoechst imaging, IL-1B stimulated; cell count reduction, % at 2 µM; AID 845; 94,000 tested, 0.41% active;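 active = cell count reduction more than 3 SD above the screen-wide mean, cut at about 70% in these data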;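 note: normalized per plate to untreated control cells as the no-loss baseline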
HUVEC tox TNFa: toxic to HUVEC cells under TNF alpha stimulation | HUVEC TNFalpha-stimulated, Hoechst cell count, imaging | cell count reduction, % at 2 µM | 93,000 tested, 0.17% active | AID 848;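 active = cell count reduction exceeding the screen mean by over 5 SD, scaled to untreated wells per plate, cut at about 78% in these data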;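 note: cells counted after 24 h of TNF alpha exposure following the 1 h pretreatment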
LYP act: LYP (human) phosphatase activation | 96,000 tested, 0.11% active | recombinant LYP, DiFMUP fluorescence; 0 = plate median, 100 = signal doubled | Q9Y2R2 | activation, % at 2 µM;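 active = activation at 2 µM above a set limit, the mean plus 5 SD, cut at about 37% in these data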
Pyk2 oligo antag: blocks oligomerization of human Pyk2 in cells; Q14289; Q293 cells, Pyk2 FERM NanoBiT luminescence; stronger effect = lower value; z-score (the deposit names both 25 µM and 10 µM); 99,000 tested, 0.83% active;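 active = Z-score of -3 or lower, scaled per plate to the spread of control and sample wells; inactive = z-score above -3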;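 note: negative z-score means lost luminescence so less FERM oligomerization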
F-actin modifier: alters cytoskeleton assembly in HUVEC cells; inhibition, % at 2 µM; 91,000 tested, 0.18% active; AID 836; HUVEC TNFa F-actin phalloidin imaging, high content;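 active = inhibition above the batch mean plus 3 SD and confirmed as a hit by visual image inspection, cut at about 30% in these data, passing the limit was not always enough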; note: strong numbers were not always called active
FAK blocker: blocks human focal adhesion kinase activity. Q05397. biochemical FAK kinase activity assay. inhibition, %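 (tested at 7 µM)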. 97,000 tested, 0.84% active. AID 727; in the data active = inhibition above about 19%;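 note: 0% = DMSO and 100% = reference compound high control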
VCAM1 TNFa inh: reduces TNF alpha induced VCAM1 expression in HUVEC; HUVEC TNFa-induced VCAM-1 immunofluorescence, high-content imaging; inhibition, % at 2 µM; 95,000 tested, 0.48% active; AID 802;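 active = inhibition above the batch mean plus 3 SD, with images confirmed as a hit by eye, cut at about 37% in these data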;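 note: 0% = TNF-stimulated DMSO wells and 100% = unstimulated control wells; not every result past the cut was called active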
ERa coact inh: ER-alpha (human) coactivator binding inhibition; P03372; TR-FRET ER-alpha LBD / SRC-1 peptide, estradiol-bound; inhibition, % at 25.6 µM; 86,000 tested, 1.7% active; in the data active = inhibition above about 50%;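 note: 0% = receptor plus peptide control and 100% = peptide only without receptor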
Target sequence (P03372 whole entry, looked up, the tested form may be a part): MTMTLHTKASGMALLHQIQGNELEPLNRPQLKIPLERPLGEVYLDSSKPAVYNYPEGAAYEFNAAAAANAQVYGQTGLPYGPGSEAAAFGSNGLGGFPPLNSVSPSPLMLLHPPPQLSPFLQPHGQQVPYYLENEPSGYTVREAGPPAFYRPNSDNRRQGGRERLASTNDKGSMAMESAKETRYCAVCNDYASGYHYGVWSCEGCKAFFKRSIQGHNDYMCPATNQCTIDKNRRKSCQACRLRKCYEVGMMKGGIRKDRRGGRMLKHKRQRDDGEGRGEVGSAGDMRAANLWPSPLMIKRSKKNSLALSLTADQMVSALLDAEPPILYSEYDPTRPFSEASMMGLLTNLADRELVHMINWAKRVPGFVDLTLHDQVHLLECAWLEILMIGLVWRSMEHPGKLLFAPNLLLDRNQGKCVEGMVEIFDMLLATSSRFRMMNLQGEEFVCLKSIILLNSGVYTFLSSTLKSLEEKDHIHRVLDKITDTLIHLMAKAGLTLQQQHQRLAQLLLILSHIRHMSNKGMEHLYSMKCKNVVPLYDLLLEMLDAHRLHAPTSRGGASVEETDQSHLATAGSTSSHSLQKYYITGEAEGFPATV
PTPN22 inh 2: LYP (human) phosphatase inhibition | Q9Y2R2 | recombinant LYP catalytic domain, DiFMUP fluorescence | inhibition, % at 2 µM | 96,000 tested, 0.21% active;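 active = inhibition at 2 µM at or above a set limit, the screen mean plus 3 SD, cut at about 24% in these data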;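 note: 0% = DMSO with enzyme and 100% = enzyme fully blocked by orthovanadate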
* marks the source's active call; other numbers are inactive results; nt = not tested or not shown; [ ] = remark or other dose. Hits appear at their usual frequency; 3.8% or so of the library scored in one or more.

compound	HUVEC tox IL1B	HUVEC tox TNFa	LYP act	Pyk2 oligo antag	F-actin modifier	FAK blocker	VCAM1 TNFa inh	ERa coact inh	PTPN22 inh 2
COc1ccc2c(c1OC)C(=O)N(c1ccccn1)C2	-12	-7	-4	-0.07	-39	-2	-2	-5	2
Cn1c(SCc2ccccc2F)nnc1-c1cnccn1	-24	-15	-7	1.2	-14	-4	8	11	5
O=C(OCC(=O)N1CCc2ccccc21)c1ccccc1	-10	-18	-1	0.35	21	-1	17	0	-3
O=C(CS(=O)CC(=O)N(CC(=O)NC1CCCC1)C1CCCC1)Nc1ccc(F)cc1 (configuration not stated)	16	-10	6	1.4	-13	2	5	8	-5
COc1nc(-c2ccccc2)ccc1-c1noc(-c2cccnc2)n1	9	-14	-1	-0.19	0	11	-9	29[fluorescence artefact?]	1
Cc1ccc(C)c(N2CCN(C(=O)CN3C(=O)c4ccccc4C3=O)CC2)c1	5	-7	-6	-0.76	14	0	10	-24	5
CCCc1nn(-c2cc(Cl)ccc2OC)c2c1C(=O)CC(C)(C)C2	1	-10	2	nt	5	2	-1	1	-3
CCN(C(=O)c1ccc(C(C)(C)C)cc1)c1nnc(Cn2nnc3ccccc32)s1	-3	-32	-4	-1.5	18	-6	11	-5	3
O=C1NCCCc2c1oc1ccc(O)cc21	-5	-32	4	-0.37	-8	18	14	0	-7
NC(=O)c1cccc(S(=O)(=O)N2CCCCC2)c1	-34	-14	7	1.6	-19	1	15	-4	-4
COc1cccc(Cn2c(NCC(C)C)nc3c2c(=O)n(C)c(=O)n3C)c1	74*	-2	5	-0.69	8	0	19	-8	-13
CCOC(=O)c1cnc2ccc(C)cc2c1Sc1ccc(F)cc1	nt	-28	2	-2.1	28	11	15	nt	3
CCOC(=O)c1snc(-c2ccc(F)cc2)c1N	21	4	-2	-0.27	5	2	-25	-8	1
Cc1nc(CCNS(=O)(=O)c2cccs2)cs1	-6	-12	5	0.84	-17	1	-10	-7	-4
O=C1CC(c2ccccc2)n2ncnc2N1 (configuration not stated)	-18	-9	-4	1.5	4	-2	9	-4	8
CCCCN(C(=O)CNC(=O)c1ccco1)C(C(=O)NC1CCCC1)c1ccc(OC)cc1 (configuration not stated)	2	-6	1	-0.14	5	0	4	4[fluorescence artefact?]	-2
CCC(=O)Nc1nonc1-c1nc2ccccc2n1CCC(C)C	24	-1	5	2.2	-6	13	-12	15	-6
CC(C)OC(=O)CSc1nnc(-c2cnccn2)n1-c1ccccc1	14	24	6	1.2	10	-1	8	-13	-10
O=S(=O)(NC1CC1)c1ccc(S(=O)(=O)N2CCCC3(CCCCC3)C2)cc1	0	-13	15	1.4	-18	-1	-12	-4	-19
COc1cccc2c1C(=O)O/C2=C/c1ccc2c(c1)OCO2	8	-4	-1	2.4	4	8	-35	nt	1
CC(C)(C)c1cc(CN2CCN(CCO)CC2)cc(C(C)(C)C)c1O	-25	-12	-11	-0.08	6	2	12	-1	9
Cc1cc(CCC(=O)O)c(C)cc1CCC(=O)O	-142	-25	-4	-0.92	24	-2	18	29	3
CCN(CC)CCCn1c(C)cc2c(c1=O)C(c1cccc(Cl)c1)C(C#N)=C(N)O2 (configuration not stated)	13	nt	5	1.6	nt	-3	nt	-2[fluorescence artefact?]	-7
CCC(C)NC(=O)C1CCN(c2nc(C)cc(C)n2)CC1 (configuration not stated)	39	13	2	0.95	7	7	15	-3	1
CCOc1cccc2c1OC1(C)CC2NC(=O)N1c1cccc(F)c1 (configuration not stated)	-7	-17	7	0.37	6	0	0	-44	-8
O=C(COc1ccc(N2CC(C(=O)O)CC2=O)cc1)Nc1cccc(C(F)(F)F)c1 (configuration not stated)	-36	-14	9	1	-5	1	-5	-22	-8
Cc1ccc(Cn2c(S(=O)(=O)O)nc3ccccc32)cc1	-4	0	-2	0.38	nt	-11	15	-6	3
CCCCC1CCC(C(=O)NC2CCS(=O)(=O)C2)CC1 (configuration not stated)	27	-43	-4	-0.3	3	-1	-10	20	0
CCCn1c(SCC(=O)NC(=O)Nc2ccc(C)cc2C)n[nH]c1=O	-1	59	0	1.6	9	4	41	7[fluorescence artefact?]	-2
CCOc1ccc(C(=O)Nc2cccc(-c3nc4cccnc4o3)c2)cc1Cl	29	3	5	0.94	1	4	-9	nt	-7
COCCCNC(=O)CCCn1c(=O)[nH]c2ccccc2c1=O	-14	-25	13	1.1	-27	-3	-2	-4	-14
Cc1ccc(S(=O)(=O)N(C)CC(=O)N2CCCC2)cc1	-10	-3	8	0.7	6	-1	-6	-27	-9
CCC(C)n1c(S(=O)(=O)O)nc2ccccc21 (configuration not stated)	-5	-1	-6	-0.46	-2	2	-13	8	6
CCOc1ccccc1C(=O)Nc1cccc(-c2nnc(-c3ccccc3)o2)c1	-14	-12	-3	-0.37	-12	12	5	39[fluorescence artefact?]	7
CS(=O)(=O)N(CC(=O)NCc1ccc(Cl)cc1)C1CCCCC1	-3	-34	-5	-0.76	-1	0	-6	-11	6
COc1cccc(OC)c1C(=O)Nc1ccc(N2CCCCC2)cc1	-27	-20	0	-0.53	-8	-1	8	-11	4
COc1ccc(N2CCN(C(=S)Nc3cc(C)ccc3C)CC2)cc1	-27	-35	0	1.8	18	-1	20	nt	1
CCOC(=O)c1nnc(-c2ccccc2)nc1Oc1ccccc1Cl	4	-20	-8	1.1	16	-8	5	nt	10
Cc1cccc(-c2cc(C(=O)Nc3sc(C)c(C)c3C(N)=O)c3ccccc3n2)c1	-10	-30	-6	-1.9	20	-2	17	nt	8
CCOc1ccc2nc(NC3=NCN(CC4CCCO4)CN3)nc(C)c2c1 (configuration not stated)	-115	-3	1	nt	-1	-4	8	12	-2
CN(C)c1ccc(C2OC(=O)C3(CCCC3)C(=O)C2(C)C)cc1 (configuration not stated)	-23	0	4	-0.93	4	1	-5	-3	-6
CCOC(=O)c1c(-c2ccccc2)c(C(C)=O)c(=O)n(C)c1C	-10	-2	-1	nt	7	nt	-1	-8	-1
Cc1nn(C)c(C(=O)NNC(=S)Nc2ccc(Cl)cc2)c1[N+](=O)[O-]	11	8	-15	0.19	8	4	8	nt	18
O=C1Nc2ccccc2C12NCCc1c2[nH]c2ccccc12 (configuration not stated)	-163	-22	-8	-0.49	11	0	-8	-8	10
O=C(c1ccc(Br)o1)N1CCN(c2ccc3nnc(-c4ccccc4)n3n2)CC1	-20	-18	-1	nt	5	-5	1	11	0
COn1c(SCc2ccc(Cl)cc2)nc2ccccc2c1=O	-25	-12	-4	-0.99	2	2	1	-5	5
O=C(Nc1ccccc1)N1CCC(n2c(=O)[nH]c3ccccc32)CC1	4	-13	-1	nt	-11	2	2	6	0
Cc1onc(-c2c(F)cccc2Cl)c1C(=O)Nc1c(C)n(C)n(-c2ccccc2)c1=O	-7	-44	-6	1.1	50	-1	11	nt	4
O=CN(/C=C1\Sc2ccccc2C1=O)Cc1ccccc1	12	-1	7	0.85	-6	1	-9	9	-6
COc1cc2c(cc1OC)C(C(=O)NCc1ccco1)C(c1cccs1)N(C)C2=O (configuration not stated)	-35	-28	-5	-0.81	22	0	-7	-6	2
CCOC(=O)c1nnn(-c2nonc2N)c1CN(CC)c1ccccc1	-43	-23	-8	-0.26	22	-1	2	-2	6
O=C1CSC(=Nc2ccccc2Cl)N1	5	-4	-6	0.89	18	4	-2	-4	4
COc1ccc(OC)c(NC(=O)C2CCN(Cc3cnn(-c4ccccc4)c3-n3cccc3)CC2)c1	19	-26	8	-1.3	2	2	-10	-4	-9
CCCOc1cc(CC(=O)NCc2ccco2)ccc1OC	7	nt	-5	1.9	-12	-4	-10	3[fluorescence artefact?]	2
Cc1ccc(NC(=O)CSc2nc(=O)cc(N)n2-c2ccccc2)cc1	2	-47	1	-1.2	14	2	-15	-2	-2
O=C(NC1CCCCCC1)c1cccs1	-19	-21	3	0.44	17	0	-9	-9	-3
COc1cccc(C=Nc2ccccc2C(=O)Nc2nccs2)c1OC	5	-4	-15	-1.1	6	-1	22	nt	15
C=CCn1c(N)c(C(=O)Nc2ccc(C)c(C)c2)c2nc3ccccc3nc21	-1	-2	4	-4*	15	-15	6	-12	0
CC1CCc2c(sc3ncnc(N4CCOCC4)c23)C1 (configuration not stated)	-37	-2	-5	-1.1	-8	2	15	-4	7
COc1ccc(NC(=S)NCCc2c[nH]c3ccc(OC)cc23)c(OC)c1	-9	-1	0	0.58	9	-3	-1	nt	4

Retrieved one by one from the entries so far:
compound	HUVEC tox IL1B	HUVEC tox TNFa	LYP act	Pyk2 oligo antag	F-actin modifier	FAK blocker	VCAM1 TNFa inh	ERa coact inh	PTPN22 inh 2
O=C1CSC(=Nc2ccccc2Cl)N1	5	-4	-6	0.89	18	4	-2	-4	4
CCOC(=O)c1nnn(-c2nonc2N)c1CN(CC)c1ccccc1	-43	-23	-8	-0.26	22	-1	2	-2	6
O=C(Nc1ccccc1)N1CCC(n2c(=O)[nH]c3ccccc32)CC1	4	-13	-1	nt	-11	2	2	6	0

Other records
compound	HUVEC tox IL1B	HUVEC tox TNFa	LYP act	Pyk2 oligo antag	F-actin modifier	FAK blocker	VCAM1 TNFa inh	ERa coact inh	PTPN22 inh 2
O=C(CNC(=O)OCc1ccccc1)Oc1cc2oc(=O)cc(-c3ccccc3)c2cc1Cl	-25	0	-3	-1.9	-19	0	0	nt	8
C[C@H](NS(=O)(=O)c1ccccc1F)C(=O)OCC(=O)N1CCc2ccccc21	12	-28	12	0.59	4	-2	10	-7	-16
CCN(CC)CCCNC(=O)Cn1nc(-c2ccccc2)ccc1=O	-1	-8	-4	0.26	28	-10	-2	-3	6
CC(=O)C1=C(C)NC(SCC(N)=O)=C(C#N)C1C (configuration not stated)	-10	-8	5	1.1	9	-1	-25	4[fluorescence artefact?]	-4
N#Cc1cc(N)ccc1Sc1ccc(Cl)cc1	31	-5	15	0.31	-30	2	1	nt	-12
Cc1c(Cl)cccc1-n1c(SCC(=O)NCc2ccccc2Cl)nnc1-c1ccncc1	-16	11	-5	-0.78	-33	6	-9	0	7
Cc1cc(C)n2nc(S(=O)(=O)N(C)c3ccccc3)nc2n1	36	-27	2	nt	3	-2	11	-2	-4
O=C(Nc1nc(-c2ccccc2)cs1)C1CCCCN1S(=O)(=O)c1ccc(Cl)cc1 (configuration not stated)	9	10	-1	-1.6	-8	-2	15	nt	1
O=C(CSc1nnnn1-c1ccc2c(c1)OCO2)NCc1ccccc1	7	-20	-4	-0.69	8	4	0	-8	1
NC(=O)C1CCN(C(=O)c2ccco2)CC1	21	-41	5	0.88	11	0	-20	-17	-5
CNC(=O)CN(C1CCCCC1)S(=O)(=O)c1ccc(OC)c(Cl)c1	-15	15	-3	0.48	15	3	25	-2	6
COc1ccc(N(C)C(=O)Nc2ccc3c(c2)nnn3C)cc1	13	21	-10	-0.56	-17	-1	-26	-4	5
CCOC(=O)c1cc(-c2ccc(/C=C3/C(=O)NC(=O)C(C#N)=C3C)o2)ccc1Cl	-28	-15	-7	-0.2	41	-1	-4	nt	11
COC(=O)Cc1cn(-c2ncc(C(F)(F)F)cc2Cl)c2ccccc12	nt	0	-10	-0.56	-1	1	-2	7[fluorescence artefact?]	9
Cn1c(NN)nc2sc3c(c2c1=O)CCC3	12	-4	2	0.19	4	1	28	-2[fluorescence artefact?]	1
CCOC(=O)Cc1c(C)nc2c(-c3ccccc3)c(-c3ccccc3)[nH]n2c1=O	-20	-12	0	-1.8	17	3	12	18	5
COc1ccccc1CC(=O)NCc1ccc2c(c1)OCO2	-24	nt	8	0.09	12	2	14	3	-10

Screens deposited in PubChem BioAssay by several laboratories.
